# HEK293 tox = cytotoxicity counter-screen for GLP-1 receptor inverse agonists. HEK293 cAMP-luciferase reporter cells, luminescence, 24 h. AID 624418. Potency, µM (doses to about 38.3 µM), for inactives: top-dose activity change, negative = inhibition, most hits filed as inhibitors. hit rate 0.13% among 410,000;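 also: loss of luciferase light is scored as toxicity; potency is read from the fitted curve at half-maximal effect; % is scaled to controls: 0 for no effect and ±100 for the full control effect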
#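 Cells in DMEM/10% Nu serum/1% pen-strep, 1536-well format. Pre-incubated 12 h, dosed with 23 nL compound, incubated a further 24 h. Luciferase detection, 12 min at room temp, luminescence.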
# KB-3-1 cytotox = KB-3-1 parental cell cytotoxicity | KB-3-1 viability, CellTiter-Glo ATP luminescence, 72 h | Potency, µM (titrated, usually from 46.1 µM), for inactives: at the top dose activity change, negative = cytotoxic, actives largely listed as cytotoxic | hit rate 1.4% among 400,000 | AID 1347075; also: potency is read from the fitted curve at half-maximal effect; % is scaled to controls: 0 for no effect and ±100 for the full control effect; nearly all actives have a fitted effect of over 60% in size
#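 Cytotoxicity measured as CellTiter-Glo luminescence after 72 h at 37 C. Compound titrations were pinned onto drug-naive KB-3-1 parental adenocarcinoma cells grown in DMEM with 10% FBS, and normalized data fitted to concentration-response curves.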
# HT1080NT lethal = kills 2HG-producing HT-1080-NT fibrosarcoma cells | hit rate 1.6% among 360,000 | Potency, µM (titrated, usually from 46.1 µM), for the others: at the highest dose activity, negative = less viability, actives largely listed as cytotoxic | AID 686970 | HT-1080-NT fibrosarcoma viability, CellTiter-Glo ATP luminescence, 48 h;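 also: NT is the 2HG producing partner of a matched IDH1 knockdown line; potency is read from the fitted curve at half-maximal effect; 0% = DMSO-treated cells and -100% = media-only wells without cells; nearly all actives have a fitted effect of over 55% in size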
#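 Compounds were tested in concentration-response format on HT-1080-NT cells for 48 hours at 37 degrees C. Cell viability came from CellTiter-Glo luminescence; curves were classified by r2, response magnitude and activity.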
# D3 ag = agonists of human D3 dopamine receptor; P35462; D3R DiscoveRx beta-arrestin cells, luminescence, 90 min; max activation, %; hit rate 0.58% among 410,000; AID 652048; in the data active = max activation above about 30%; also: 0% is about no effect; mostly tested at two doses, the higher about 12 µM
# Target sequence (P35462 whole entry, looked up): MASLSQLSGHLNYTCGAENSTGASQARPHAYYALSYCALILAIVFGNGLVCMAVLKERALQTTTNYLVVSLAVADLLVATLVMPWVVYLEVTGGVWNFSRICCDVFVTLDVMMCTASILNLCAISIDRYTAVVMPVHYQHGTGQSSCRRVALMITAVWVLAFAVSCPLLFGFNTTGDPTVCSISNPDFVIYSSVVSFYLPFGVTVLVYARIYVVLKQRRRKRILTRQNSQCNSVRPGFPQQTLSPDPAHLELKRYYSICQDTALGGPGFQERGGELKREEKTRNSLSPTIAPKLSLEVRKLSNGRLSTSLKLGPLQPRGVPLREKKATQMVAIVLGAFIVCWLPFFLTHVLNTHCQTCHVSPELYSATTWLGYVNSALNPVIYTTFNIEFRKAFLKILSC
#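 Agonist mode: compounds and dopamine controls were applied to plated cells for 90 min at 37 degrees C after an overnight attachment at 1500 cells/well. Luminescent read-out followed 30 - 60 minutes at room temperature with DiscoveRx detection reagent.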
# IL-1B inflam inh = blocks inflammasome-driven IL-1 beta release | THP-1 LPS/ATP IL-1B secretion, AlphaLISA, 16 h; stronger effect = lower value | activity change, % at 57.5 µM | hit rate 4.7% among 360,000; in the data active = activity change below about -50%; inconclusive = mostly about -30% to -49%; also: % is scaled to controls: 0 for no effect and ±100 for the full control effect
#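 THP-1 cells pretreated 1 hr with compounds (up to 57.5 uM final), then stimulated with LPS (250 ng/mL final) plus ATP (1.25 mM final); secreted IL-1B measured by AlphaLISA after 16 hr, decreased signal indicating inhibition.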
# MCF10A rereplic = induces DNA re-replication in MCF 10a normal breast cells; MCF 10A DNA re-replication, Hoechst nuclear intensity, 48 h; Potency, µM (series often up to 46.1 µM), inactives show top-dose activity, positive = re-replication, hits mostly activators; hit rate 2.9% among 350,000; AID 624296; also: potency is read from the fitted curve at half-maximal effect; % of control where 0% means no effect; nearly all actives have a fitted effect of over 50% in size
# SW480 rereplic = induces DNA re-replication in SW480 colon adenocarcinoma cells | AID 624297 | Potency, µM (doses to about 46.1 µM), for inactives: top-dose re-replication activation, usual class: activators | SW480 DNA re-replication, Hoechst DNA content imaging, 48 h | hit rate 1.8% among 340,000; also: potency is read from the fitted curve at half-maximal effect; % of control where 0% means no effect; nearly all actives have a fitted effect of over 55% in size
#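 DNA re-replication was detected as more nuclei of elevated Hoechst intensity after 48 hr exposure to compound (23 nL pinned per well of 250 cells).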
# HT1080 IDH1KD tx = HT-1080 IDH1 knockdown cell toxicity (counter line). HT-1080 IDH1 knockdown viability, ATP luminescence, 48 h. Potency, µM (series often up to 46.1 µM), for the others: at the top dose activity, negative = toxicity, most hits filed as cytotoxic. hit rate 2% among 360,000;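 also: potency is read from the fitted curve at half-maximal effect; 0% = DMSO wells and -100% = cell-free medium wells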
#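 CellTiter-Glo luminescence after 48 h compound exposure at 37 degrees C of IDH1-knockdown HT-1080 cells in 5% FBS RPMI. %Activity scaled between DMSO wells and cell-free media wells, with curves fitted and assigned curve classes.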
# KB-V1 MDR tox = KB-V1 MDR subline cytotoxicity. hit rate 3.4% among 400,000. Potency, µM (series often up to 46.1 µM), for the others: at the top dose activity change, negative = cytotoxicity, most hits filed as cytotoxic. KB-V1 MDR cells viability, CellTiter-Glo, 72 h; also: potency is read from the fitted curve at half-maximal effect; % is scaled to controls: 0 for no effect and ±100 for the full control effect; nearly all actives have a fitted effect of over 60% in size
#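 Potencies derive from concentration-effect curves fitted to normalized luminescence (CellTiter-Glo) of KB-V1 cells treated for 72 h at 37 degrees C in phenol-red-free DMEM containing 10% FBS.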
# Active calls of the source: *; ? = inconclusive; / = not tested or not shown; [ ] = remark or other dose. Unless noted, calls follow the shape of the dose curve; as a rule, active = well fitted curve in the direction sought with a large enough effect; inconclusive = small, poorly fitted or top-dose-only effect, or another doubt; inactive = no such curve, though single readings can be large; an effect the other way counts as inactive or inconclusive.
# Each structure is followed by: HEK293 tox | KB-3-1 cytotox | HT1080NT lethal | D3 ag | IL-1B inflam inh | MCF10A rereplic | SW480 rereplic | HT1080 IDH1KD tx | KB-V1 MDR tox
[1] CC(C(=O)N(C)Cc1cccc(F)c1)N1CCN(S(=O)(=O)c2ccc3c(c2)OCCCO3)CC1 (stereo not drawn)
    7% | -3% | 1% | 2 | -59* | 13% | 10% | -1% | ?
[2] Cc1c(C(=O)NCC(c2ccco2)N2CCCC2)oc2ccc(Cl)cc12 (stereo not drawn)
    -14% | 0% | ? | -20 | -25 | 16% | 22% | 23µM* | ?
[3] COc1ccc2nc(SCC(=O)Nc3ccccc3)[nH]c2c1
    ? | 23% | 8% | 5 | -21 | -18% | -698%[inhibitor] | 13% | 0%
[4] Cc1c(C(=O)Nc2ccc(C(F)(F)F)cc2)sc2ncn(CC(=O)N3CCN(c4ccccn4)CC3)c(=O)c12
    -3% | -1% | 2% | 5 | 50 | -20% | 1% | 4% | 0%
[5] N#Cc1cc(-c2cccc(Cl)c2)c[nH]c1=O
    -13% | -1% | 4% | 2 | 0 | 7% | -1% | 0% | -13%
[6] CC(C)Cn1nc(-c2ccccc2)c2ccccc2c1=O
    -2% | 11% | 4% | -3 | 4 | 2% | -16% | 7% | -22%
[7] Cc1cc(C(=O)NNC(=O)/C=C/c2ccc(F)cc2)c(C)o1
    -15% | -5% | 7% | -15 | 0 | 1% | -4% | 6% | 9%
[8] Cc1ccc(C(=O)NCCCN2CCOCC2)cc1Cl
    -3% | 1% | 14% | 8 | 13 | 0% | -1% | -2% | 0%
[9] COc1ccccc1C(=O)Nc1nnc(-c2ccccc2)s1
    -2% | -11% | 0% | 5 | -25 | 19% | -9% | 1% | ?
[10] COc1cc(C(=O)Nc2nnc(S(=O)(=O)N3CCCCCC3)s2)cc(OC)c1OC
    -1% | -14% | -19% | -12 | -8 | 8% | 10% | -24% | 21%
[11] O=S1(=O)CCOCCN1Cc1ccccc1
    -7% | 9% | 8% | -6 | 25 | 4% | -4% | 18% | 30%
[12] Cn1c(=O)c2c(ncn2CC(=O)Nc2cccc(C(F)(F)F)c2)n(C)c1=O
    -5% | -3% | / | -6 | / | / | / | / | ?
[13] OCCCn1c(C2CCCN2c2nc(-c3ccc(Cl)cc3)cs2)nc2cc(Cl)c(N3CCCCC3)cc21 (stereo not drawn)
    1% | 21% | 0% | -45 | 23 | ? | 3% | 4% | -6%
[14] CCN(CC)C(=O)C1=C(C)N(CCCN2CCCC2=O)C(=O)C(CC(=O)NCc2cccs2)C1 (stereo not drawn)
    -1% | 0% | 16% | -3 | -2 | / | / | 15% | 10%
[15] CC12CCC(C(=O)Nc3ccccc3)(C(Br)C1=O)C2(C)C (stereo not drawn)
    -11% | -4% | 12% | -5 | 27 | 17% | -330%[inhibitor] | 25% | 0%
[16] C[C@]1(C(=O)O)C=C[C@@H](Cc2ccccc2)N1C(=O)c1ccccc1
    6% | 18% | -1% | -1 | 23 | 16% | -2% | -6% | -5%
[17] O=C1C2C3CCC(C3)C2C(=O)N1CNc1ccc(F)cc1 (stereo not drawn)
    3% | -5% | 13% | 21 | 17 | 5% | -9% | 2% | 18%
[18] COc1cccc(NC(=O)CN(C)C(=O)c2cc(S(=O)(=O)N3CCCCC3)ccc2Cl)c1
    -7% | 1% | 0% | 4 | 7 | 0% | 0% | 4% | ?
[19] COCCCNC1CS(=O)(=O)CC1O (stereo not drawn)
    -12% | 15% | 12% | 5 | 10 | -3% | -8% | 7% | 0%
[20] COn1c(-c2ccccc2)nc2ncccc21
    0% | 17% | 27% | 1 | -15 | 2% | -2% | 18% | 24%
[21] CCOC(=O)c1ccc(NC(=O)CN2CCN(Cc3ccccc3)CC2)cc1
    10% | -4% | -4% | -23 | -6 | 3% | -6% | -6% | ?
[22] O=C(COC(=O)C12CC3CC(CC(C3)C1)C2)NCCc1ccccc1
    -3% | -5% | -1% | -3 | 15 | 0% | -4% | -16% | 8%

# Another view of ten compounds above:
no.	structure	HEK293 tox	KB-3-1 cytotox	HT1080NT lethal	D3 ag	IL-1B inflam inh	MCF10A rereplic	SW480 rereplic	HT1080 IDH1KD tx	KB-V1 MDR tox
4	Cc1c(C(=O)Nc2ccc(C(F)(F)F)cc2)sc2ncn(CC(=O)N3CCN(c4ccccn4)CC3)c(=O)c12	-3%	-1%	2%	5	50	-20%	1%	4%	0%
5	N#Cc1cc(-c2cccc(Cl)c2)c[nH]c1=O	-13%	-1%	4%	2	0	7%	-1%	0%	-13%
6	CC(C)Cn1nc(-c2ccccc2)c2ccccc2c1=O	-2%	11%	4%	-3	4	2%	-16%	7%	-22%
7	Cc1cc(C(=O)NNC(=O)/C=C/c2ccc(F)cc2)c(C)o1	-15%	-5%	7%	-15	0	1%	-4%	6%	9%
8	Cc1ccc(C(=O)NCCCN2CCOCC2)cc1Cl	-3%	1%	14%	8	13	0%	-1%	-2%	0%
9	COc1ccccc1C(=O)Nc1nnc(-c2ccccc2)s1	-2%	-11%	0%	5	-25	19%	-9%	1%	?
10	COc1cc(C(=O)Nc2nnc(S(=O)(=O)N3CCCCCC3)s2)cc(OC)c1OC	-1%	-14%	-19%	-12	-8	8%	10%	-24%	21%
11	O=S1(=O)CCOCCN1Cc1ccccc1	-7%	9%	8%	-6	25	4%	-4%	18%	30%
12	Cn1c(=O)c2c(ncn2CC(=O)Nc2cccc(C(F)(F)F)c2)n(C)c1=O	-5%	-3%	/	-6	/	/	/	/	?
13	OCCCn1c(C2CCCN2c2nc(-c3ccc(Cl)cc3)cs2)nc2cc(Cl)c(N3CCCCC3)cc21 (stereo not drawn)	1%	21%	0%	-45	23	?	3%	4%	-6%

# Assay outcomes deposited in PubChem by National Center for Advancing Translational Sciences (NCATS).
